# Screening data as filed in PubChem.
# Growth percent in the NCI-60 one-dose screen (48 h, 10 µM unless noted): 100 = growth as untreated, 0 = no growth, -100 = all killed.
# HL-60(TB) = HL-60(TB) leukemia cells; 78,000 tested, 9% active; active = growth percent below 10
# Starred values were filed as active, the others as inactive; & = joins results of further samples.
SMILES,HL-60(TB)
CC1(C)N=C(N)N=C(N)N1c1ccc(OCCNS(=O)(=O)c2cccc(S(=O)(=O)F)c2)c(Cl)c1,58
CCCCC(CC)CNc1ncnc2[nH]ncc12 (stereo unspecified),89
Cn1cc(C(=O)Nc2cc(C(=O)Nc3cc(C(=O)NCCC(=N)N)n(C)c3)n(C)c2)cc1NC(=O)CN=C(N)N,81
NS(=O)(=O)c1ccc(NC(=S)/N=C/c2c(O)c3ccccc3[nH]c2=O)cc1,122
CCC1=C(NCc2ccccc2)COC1=O,71
CC(=O)O[C@H]1C(=O)[C@@]2(C)[C@H]([C@H](OC(=O)c3ccccc3)[C@]3(O)C[C@H](OC(=O)[C@H](OC(=O)CCC(=O)OC4CCC(S/N=C(N)/N=C(\N)N(C)C)CC4)[C@@H](NC(=O)c4ccccc4)c4ccccc4)C(C)=C1C3(C)C)[C@]1(OC(C)=O)CO[C@@H]1C[C@@H]2O (stereo partly specified),7.5*
Cc1nc2c(cnn2-c2ccccc2)c(=O)n1-c1ccc(NC(=O)c2ccc(Cl)cc2)cc1,52
CC1(C)CC[C@]23CC[C@]4(C)[C@H](CC[C@@H]5[C@@]6(C)C=C(N7CCOCC7)C(=O)C(C)(C)[C@@H]6CC[C@]54C)[C@H]2[C@H]1OC3,32
Cc1c(-c2nn(-c3ccccc3)cc2/C=N\O)nnn1-c1ccc(F)cc1,101
CC(=O)Nc1cc(-c2ccc(C#N)n2C)ccc1F,97
Cc1nc2c(ccc3ccccc32)s1,84
CC(=O)OCC1OC(OC(C)=O)C(NC(=O)NS(=O)(=O)c2ccc(Cl)cc2)C(OC(C)=O)C1OC(C)=O (stereo unspecified),99
N#Cc1ncn(C2OC(CO)C(O)C2O)c1N (stereo unspecified),82
CCN(CC)c1ccc2cc(NC(=O)OCCNC(=O)CCNC(=O)[C@H](CC(C)C)NC(=O)C(C)(C)NC(=O)C(C)(C)NC(=O)[C@H](CC(C)C)NC(=O)CCNC(=O)C(C)(C)NC(=O)[C@H](CC(C)C)NC(=O)CCNC(=O)[C@@](C)(CC)NC(=O)[C@H](C)NC(=O)CCNC(=O)C(C)(C)NC(=O)[C@H](C)NC(=O)[C@@H]3CCCN3C(=O)[C@@](C)(CC)NC(=O)[C@H](Cc3ccccc3)NC(=O)C3CCCN3C(=O)C(C)(C)NC(=O)C3CCCN3C(=O)C(C)(C)NC(C)=O)c(=O)oc2c1 (stereo partly specified),-68*
Cc1sc2nc(NCc3ccccc3)[nH]c(=O)c2c1C,22
CC(C)Oc1ccc(Nc2ccccc2)cc1,112&90
CCCC(=O)c1ccc(Br)cc1,76
O=c1c2ccccc2ncn1-c1ccncc1,83
COc1cc(C(=O)/C=C/c2c(Cl)nc3sccn23)cc(OC)c1OC,52
COc1cccc(C2=NN(/C=C3\SC(=O)NC3=Nc3ccc(Cl)cc3)C(c3ccc(F)cc3F)C2)c1 (stereo unspecified),101
CCOP(=O)(OCC)/C(C#N)=C/c1ccc(C)o1,103
O=C1c2cccc3c(-c4ccc5c(c4)ncn5C4CCCCC4)ccc(c23)C(=O)N1c1nc2ccccc2s1,76
CCCCCC(O)(CCC)CCCCC,104
CCCCCCCCCCCCCCCC1=NCC[N+]1(CCO)CCO,45
CCCCCC(C)NCCOC(=O)c1ccc([N+](=O)[O-])cc1 (stereo unspecified),120
O=C(Nc1ccc(Cl)c(Cl)c1)C1C(=O)C(=O)N(c2ccc(Cl)c(Cl)c2)C1=O (stereo unspecified),101
COc1ccc(C2C(C#N)(C#N)C2(C#N)C#N)cc1,105
O=[N+]([O-])c1ccc(S(=O)(=O)N2CCN(C3=NS(=O)(=O)c4ccccc4N3c3ccccc3)CC2)cc1,97
O=S1(=O)CCN(C2CC2)CC1,99
CCN(CC)CCc1ccccn1,57
CC/C=C\C/C=C\C/C=C\C/C=C\C/C=C\CCCC(=O)OCC,99
O=C(N/N=C/[C@@H](O)[C@@H](O)[C@H](O)[C@H](O)CO)c1ccc(NC(=O)c2cccnc2)cc1,100
N#CN1CC[C@H](C(=O)Nc2cc3cc(C(N)=O)ccc3cn2)C1,-37*
COc1ccc2c(c1OC)C(=O)O[C@@H]2[C@H]1c2c(c(C#CC#Cc3c4c(c(OC)c5c3OCO5)[C@H]([C@H]3OC(=O)c5c3ccc(OC)c5OC)N(C)CC4)c3c(c2OC)OCO3)CCN1C,103
CC(C)CCc1nc2ccc(NCc3ccc(OCCN4CCC(C)CC4)cc3)cc2[nH]1,85
CC(=O)Nc1ncc(Cc2ccc(Cl)cc2)s1,96
CCOC(=O)C1C(C(=O)OCC)C(C)(C)C1N(C)C (stereo unspecified),101
CCN(CC)c1ccc(N=C2C=C(C(=O)Nc3ccc(S(C)(=O)=O)cc3)C(=O)c3ccccc32)c(C)c1,105
O=c1[nH]c2c(cc1S(=O)(=O)c1ccccc1)CCc1c-2cnn1Cc1ccccc1,106
Cn1c(SCc2ccccc2)nccc1=O,91
COc1ccc(N2C(=O)c3ccccc3[C@@H](C(=O)Nc3cccc(C)n3)[C@@H]2c2ccccc2)cc1,94
C/C=C\C(=O)N(c1ccc(N(C(=O)/C=C/C)C(C)CC)cc1)C(C)CC (stereo unspecified),99
CN(C)N=Nc1ccc(C(=O)O)cc1,68
COc1ccc2oc(=O)cc(C3C(C#N)=C(N)Oc4c3ccc3ccccc43)c2c1 (stereo unspecified),90
CCN1CCN(C(C(=O)NCc2ccccc2)c2ccc(Cl)cc2)C(=O)c2ccccc2C1=O (stereo unspecified),89
CCCCCCCCCCCCCCCCNC(=O)Nc1ccc2ccccc2c1,95
O=C1c2ccccc2NC(c2cccnc2)N1/N=C/c1cccnc1 (stereo unspecified),107
Oc1c(CN2CCCCC2)cc(/C=C/c2cc(CN3CCCCC3)c(O)c3ncccc23)c2cccnc12,103
O=C(O)/C=C(\CCC1CCCCC1)C(=O)O,102
COC1=C(C)C(=O)c2c(c(CCO)c3n2CCC3)C1=O,103
BrCc1ccccc1C[P+](c1ccccc1)(c1ccccc1)c1ccccc1,84
COC(=O)CC[C@H](C)[C@H]1CC[C@H]2[C@@H]3CC[C@@H]4C(c5nc6ccccc6[nH]5)=C(Cl)CC[C@]4(C)[C@H]3CC(=O)[C@]12C,14
COc1ccc2nc3cc([N+](=O)[O-])ccc3c(NNc3ccccc3)c2c1,121
O=C(O)c1ccc2c(C(=O)O)cccc2c1,89
CCN(c1ccc(Cl)cc1)c1nc(-c2ccc([N+](=O)[O-])cc2)cs1,96
COC(=O)/C=C/c1cn(Cc2ccccc2)c2ccc(Br)cc12,91
CC(C)C[C@H](NC(=O)OCc1ccccc1)C(=O)NCc1cn(CC(=O)O)nn1,102
CN(C)c1ccc(CN2CCCN(Cc3ccc(N(C)C)cc3)P2(=O)N(CCCl)CCCl)cc1,69
COc1ccc(-c2c3c(cc4cc5ccccc5nc24)[C@H]2CC[C@]4(C)C(=O)CC[C@H]4[C@@H]2CC3)cc1,100
CC(C)(C)c1cc(Br)cc(C(C)(C)C)c1O,94
# Next part
SMILES,HL-60(TB)
COC1OC(CNC(=O)N(C)N=O)C(O)C(O)C1O (stereo unspecified),100
OCC12CCCC(CO)(COC1)C2O (stereo unspecified),118
CN(C)C(=O)c1cccc(N)c1,98
O=C(NC(=S)Nc1cccc(Cl)c1)c1ccccc1,61
CCCCCn1c(O)c(N=NC2=NC3C(N2)N(CC)C(=O)N3CC)c2cc(C)ccc21 (stereo unspecified),99
CC(C)(C)CC(C)(C)Nc1c(-c2cccc(C#N)c2)nc2cnccn12,85
Cn1c(=O)c2[nH]c(Cl)nc2n(C)c1=O,96
CCCCCCCCCCCCOC(=O)c1ccc(O)c(OC)c1,35
COc1ccc(/C=C/C(=O)c2ccc(NC(=O)/C(=C\c3ccc(OC)cc3)Sc3nc4ccccc4c(=O)n3-c3ccccc3)cc2)cc1,98
COc1ccc(/C=C\c2cc(OC)c(OC)c(OC)c2)cc1NS(=O)(=O)c1ccc(Cl)cc1,54
Cc1cc2c(c(C#N)c1C)NC=NC2C (stereo unspecified),93
CNC(=O)c1cc(N2CCc3cc(NC(=O)Nc4ccccc4)ccc32)ccn1,90
Cc1ccc(/C=N\NC(=O)c2ccccc2)cc1,122
O=C(CCCCCC1CCCCC1)OC1CCCCC1,100
CCC1C(=O)NC(=O)N(c2ccccc2)C1=O (stereo unspecified),101
O=C(CCCCCCCCC(=O)N1CCCCC1)N1CCCCC1,98
COc1cc(-c2nc(-c3nnc(-c4ccc(Cl)cc4Cl)o3)c3ccccn23)cc(OC)c1OC,83
CC1CCC2C(C)C(=O)OC3OC4(C)CCC1C32OO4 (stereo unspecified),56
CCOC(=O)c1c[nH]c2c(OC)ccc(OC)c2c1=O,92
CC(CCC(=O)O)(c1ccc(O)cc1)c1ccc(O)cc1,106

# 19 entries out of the list, ordered by molar mass, smallest number first.
SMILES,HL-60(TB)
CN(C)C(=O)c1cccc(N)c1,98
OCC12CCCC(CO)(COC1)C2O (stereo unspecified),118
Cn1c(=O)c2[nH]c(Cl)nc2n(C)c1=O,96
CCC1C(=O)NC(=O)N(c2ccccc2)C1=O (stereo unspecified),101
Cc1ccc(/C=N\NC(=O)c2ccccc2)cc1,122
CCOC(=O)c1c[nH]c2c(OC)ccc(OC)c2c1=O,92
COC1OC(CNC(=O)N(C)N=O)C(O)C(O)C1O (stereo unspecified),100
O=C(CCCCCC1CCCCC1)OC1CCCCC1,100
CC1CCC2C(C)C(=O)OC3OC4(C)CCC1C32OO4 (stereo unspecified),56
CC(CCC(=O)O)(c1ccc(O)cc1)c1ccc(O)cc1,106
O=C(NC(=S)Nc1cccc(Cl)c1)c1ccccc1,61
CCCCCCCCCCCCOC(=O)c1ccc(O)c(OC)c1,35
O=C(CCCCCCCCC(=O)N1CCCCC1)N1CCCCC1,98
CC(C)(C)CC(C)(C)Nc1c(-c2cccc(C#N)c2)nc2cnccn12,85
CCCCCn1c(O)c(N=NC2=NC3C(N2)N(CC)C(=O)N3CC)c2cc(C)ccc21 (stereo unspecified),99
COc1ccc(-c2c3c(cc4cc5ccccc5nc24)[C@H]2CC[C@]4(C)C(=O)CC[C@H]4[C@@H]2CC3)cc1,100
COc1ccc(/C=C\c2cc(OC)c(OC)c(OC)c2)cc1NS(=O)(=O)c1ccc(Cl)cc1,54
COc1cc(-c2nc(-c3nnc(-c4ccc(Cl)cc4Cl)o3)c3ccccn23)cc(OC)c1OC,83
COc1ccc(/C=C/C(=O)c2ccc(NC(=O)/C(=C\c3ccc(OC)cc3)Sc3nc4ccccc4c(=O)n3-c3ccccc3)cc2)cc1,98

# More structures follow.
SMILES,HL-60(TB)
CCCCCCCCCCCCCCCCNC(=O)OCC,103
CCCCN(CCCC)CC(O)c1ccccc1I (stereo unspecified),68
CCCCCCCCCCCCCCCCCCOc1ccc(CC(=O)OCC[N+]2(C)CCCC2)cc1,101
CSC1=NC(N)=NN=C2N1C(=O)C(CC(C)C)N2C(C)=O (stereo unspecified),110
CN1CCN(c2ccc(/C=N/n3cnc4oc(-c5ccccc5)cc4c3=N)cc2)CC1,121
COC(=O)[C@]12CC[C@@H](C)[C@H](C)[C@@H]1C1=CC[C@@H]3[C@@]4(C)C[C@@H](O)[C@H](O)[C@@](C)(CO)[C@@H]4[C@H](O)C[C@@]3(C)[C@]1(C)CC2,-27*
O=C(O)C(=O)c1c[nH]c2ccccc12,90
CC(C)(c1ccc(O)c([N+](=O)[O-])c1)c1ccc(O)c([N+](=O)[O-])c1,119
Cc1cc(C)c2c(c1)N(C)c1ncnc(-n3c(C)nc4cc(C)ccc43)c1CC2C (stereo unspecified),1.6*
NCCc1nc2ccccc2[nH]1,106
COc1ccc2[nH]cc(-c3nc(N)nnc3-c3c[nH]c4ncc(Br)cc34)c2c1,12
COc1ccc(OC)c(NC(=O)CCCCCCNC(=O)C(O)(O)C(F)(F)F)c1,11
O=C(N/N=C/c1cc2ccccc2c2ccccc12)c1cc(O)c(O)c(O)c1,40
CCCCCCCCCCCCC1C/C=C\CCCC(=O)O1 (stereo unspecified),88
CCN(CC)c1ccc(/C=C/C2=[N+](C)c3ccccc3C2(C)C)cc1,11
Cc1cc(O)cc2c1[C@H]1CC[C@]3(C)[C@@H](O)CC[C@H]3[C@@H]1C=C2,71
CC1CN=C(c2ccc(NC(=O)Nc3ccc(C4=NCCN4)cc3)cc2)N1 (stereo unspecified),76
CCC(CC)C1OC(=O)C(C)O1 (stereo unspecified),93
C/C(=N/O)c1ccc(NC(=O)CSc2nnc(-c3cc(-c4ccc(Cl)cc4)nc4ccccc34)o2)cc1,78
O=C(CCCl)c1ccc(F)cc1,102
O=C1NC(=S)NC(=O)C1CC(=O)n1cnc2ccccc21,110
c1ccc(C(c2ccccc2)N2CCCCC2)cc1,76
COc1ccc2c(Cn3cc(CSc4nc5cc(Cl)ccc5o4)nn3)cc(=O)oc2c1,102
CCN(CC)C(=O)/C=C(/C)c1ccccc1,101
CCSc1nc(NC)c2ccc(-c3ccc(F)c(F)c3)cc2n1,91
N#Cc1c(-c2ccccc2)cc(-c2ccccc2)n(Cc2ccc(C(=O)Nc3ccccc3N)cc2)c1=O,65
CC1Cc2c(Cl)ncnc2N(C)c2ccc(O)cc21 (stereo unspecified),91
O=C(COc1ccccc1)OC1CCCCC1C1CCCCC1 (stereo unspecified),104
O=C(O)c1ccccc1C(=O)O (tested in a mixture with another compound),98
Cc1ccc2c(-c3cc(-c4ccccc4)nc(N)c3C#N)cc(=O)oc2c1,117
COc1nc2cc(OCc3ccccc3)ccc2cc1-c1nc2c(cnn2-c2ccccc2)c(=O)[nH]1,99
COc1ccc(/C=C/C(=O)c2ccc(NC(=O)CSc3nnc(-c4ccc5nc(-c6ccccc6)[nH]c5c4)o3)cc2)cc1,95
CCOc1ccc(NC(=O)N(O)C2(C#N)CCCCC2)cc1,94
CCOC(=O)CCN(CCC(=O)OCC)c1ccccc1,104
CCCCOc1nc2cc(Cl)ccc2cc1-c1cc(-c2ccc(Cl)cc2)nc(-c2ccc(Cl)cc2)c1,100
COc1cc(C2=NN(C=O)C(c3sc(N(C)Cc4ccccc4)nc3Cl)C2)cc(OC)c1OC (stereo unspecified),74
NC(=O)[C@H]1O[C@@H](n2cnc3c(=O)[nH]c(N)nc32)[C@H](O)[C@@H]1O,103
c1ccc(Cn2cc3c(c2-c2ccccc2)CCc2c(CN4CCOCC4)noc2-3)cc1,86

# The list is partial; count on the stated rates, not on these rows.
